# Source: PubChem (several laboratories)
# Bcl-B TR3 displacers = displacers of TR3 peptide from Bcl-B, primary screen, selectivity assay for Bfl-1 inhibitor project, biochemical, fluorescence polarization. one-dose displacement, % at 20 µM; IC50 in µM for titrated hits. hit rate 0.11% among 96,000. AID 748. FP displacement of FITC-TR3 peptide from Bcl-B; higher % means a stronger effect;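 active means displacement above 50% at 20 µM plus a fluorescence interference ratio under 1.5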;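 further: plate controls were wells without compound for no effect and wells lacking Bcl-B protein for full effect; a part of the inactive calls stands beside numbers as strong as those of hits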
# PLAP inhibitors HTS = PLAP enzyme inhibitors, biochemical, luminescence, HTS (AID 690) | purified PLAP, luminescent substrate; higher % means a stronger effect | inhibition, % at 20 µM, or IC50 in µM where a hit was titrated | hit rate 0.08% among 96,000; in the data active means a potency from the dose series; inactive means the rest, 99 in 100 with inhibition below about 30%; further: strong numbers were not always called active
# NFkB transloc inh = blocks IL-1B driven NFkB nuclear translocation in HUVEC cells. HUVEC IL-1B NFkB p65 nuclear translocation imaging. inhibition, % at 2 µM. hit rate 0.43% among 94,000. AID 796;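 active means inhibition above about 30% together with a positive call from visual inspection of the well image, limit read from the data; inconclusive means inhibition above a set limit but visual check negative; inactive means inhibition not above a set limit, visual check negative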;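 further: nuclear over cytoplasmic p65 intensity ratio measured by imaging; 0% = IL-1B stimulated DMSO wells and 100% = unstimulated DMSO wells; values of inactives mirror those of a sister screen read the other way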
# MRP resist rev = compounds reversing MRP-mediated drug resistance. H69AR cells + 2 uM doxorubicin, CellTiter-Glo, 72 h. differential viability (reversal), % at 10 µM. hit rate 0.04% among 85,000. AID 602;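 active means viability drop by adding the cancer drug above about 55%, with treated viability meeting a 40% cutoff, limit read from the data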;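 further: viability without doxorubicin minus viability with 2 µM doxorubicin for each compound; larger differential means the compound sensitizes cells more to doxorubicin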
# IL1B NFkB pot = enhances IL-1B driven NFkB nuclear translocation; activation, % at 2 µM; AID 819; hit rate 0.3% among 94,000; HUVEC IL-1B NFkB p65 nuclear translocation imaging;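 active means activation above 40%, about the mean plus 3 SD, also judged a hit on visual image review; inconclusive means activation above 40% but not a hit on visual review; inactive means activation not above 40% and no visual hit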;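 further: percent activation is computed from the nuclear over cytoplasmic p65 intensity ratio; values of inactives mirror those of a sister screen read the other way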
# MRP resist rev cytotoxicity = recorded beside MRP resist rev, whose call it bears; viability, %; H69AR cells, CellTiter-Glo, 72 h; measured here: cytotoxicity without doxorubicin
# MRP resist rev with doxorubicin = recorded beside MRP resist rev, whose call it bears; viability, %; measured here: viability with 2 uM doxorubicin; active compounds read low
# NFkB transloc inh cell count 2 µM = recorded beside NFkB transloc inh, whose call it bears; cell count; measured here: cells passing quality filter;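 raw number of nuclei counted in each imaged well without normalization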
# IL1B NFkB pot cell count 2 µM = second read-out of IL1B NFkB pot, no call of its own (marks repeat the call); cell count; measured here: cells passing quality filter
# * = called active by the depositor; ? = inconclusive; / = not tested or not shown; & = joins results of further samples. The list is partial; the hit share may differ from the screen's.
SMILES,Bcl-B TR3 displacers,PLAP inhibitors HTS,NFkB transloc inh,NFkB transloc inh cell count 2 µM,MRP resist rev,MRP resist rev cytotoxicity,MRP resist rev with doxorubicin,IL1B NFkB pot,IL1B NFkB pot cell count 2 µM
Cc1ccc(-c2nc3ccccc3c(=O)n2-c2nccs2)cc1,-6%,-3%,9,127,/,/,/,-9,127
CCC(=NCc1ccc(F)cc1)c1c(O)n(C)c(=O)n(C)c1=O,0%,-52%,9,106,/,/,/,-9,106
COc1ccc(CCC(C)NCCc2ccccc2)cc1 (stereo unspecified),-7%,13%,/,/,-2,90,92,/,/
CCCCN1C(=O)NC(=O)/C(=C/c2cnc(SC)nc2)C1=O,-15%,0%,-10,175,/,/,/,10,175
O=C(CNC1CCCCC1)N1CCC2(CC1)OCCO2,-1%,24%,-36,163,-3,93,95,36,163
O=C1C2CCCN2C(c2ccc(Cl)cc2)N1c1ccccn1 (stereo unspecified),12%,-54%,-42,138,0,92,92,?,/
COc1ccc(CN2CCN(Cc3ccccc3)CC2)c(OC)c1,-4%,-74%,/,/,11,101,90,/,/
C=CCn1c(O)c(C(C)=Nc2cc(OC)ccc2OC)c(=O)[nH]c1=O,-15%,10%,3,103,11,97,86,-3,103
CC(=NCc1cccnc1)c1c(O)n(C2CCCCC2)c(=O)[nH]c1=O,2%,0%,-12,135,0,88,88,12,135
CN1CCCC(C(=O)c2ccccc2)C1 (stereo unspecified),3%,8%,6,177,7,97,90,-6,177
CC(C)CNC(=O)c1c(N)n(Cc2ccco2)c2nc3ccccc3nc12,4%,-68%,-23,169,-17,34,51,23,169
CCOc1cccc(N2C(=O)CC(=O)NC2=O)c1,16%,5%,-13,152,2,97,95,13,152
O=C(Nc1ccc(Cl)cc1)Nc1nccs1,-5%,-9%,4,150,-16,29,45,-4,150
Nc1ccc(C(=O)N/N=C2/CN3CCC2CC3)cc1,7%,14%,-9,183,16,112,96,9,183
CCC(=O)N1CCN(CCN=Cc2c(O)n(C)c(=O)n(C)c2=O)CC1,-4%,12%,6,105,-19,75,94,-6,105
Cc1nnc2n1-c1ccc(Br)cc1C(c1ccccc1Cl)=NC2,2%,-15%,0,155,11,83,72,0,155
CCCCNC(=O)Nc1ccc(C(O)(C(=O)OC)C(F)(F)F)cc1 (stereo unspecified),-4%,1%,6,90,7,94,87,-6,90
COC(=O)C1=C(N)Oc2c(c(=O)oc3ccccc23)[C@]12C(=O)N(C)c1ccccc12,0%,-65%,/,/,26,102,76,/,/
C=CCN1C(=O)c2ccccc2Sc2ccc(C(=O)N3CCC4(CC3)OCCO4)cc21,-6%,-14%,-1,165,5,84,79,1,165
CC(C)C(=O)c1cn(Cc2ccc(C#N)cc2)c2ccccc12,/,/,-6,113,1,78,77,6,113
N[C@@H](Cc1c[nH]c2ccccc12)c1nnc(SCc2ccc(F)cc2)o1,-8%,-20%,-8,133,6,98,92,8,133
COc1ccc(-n2c(O)c(C(C)=NCCN3CCNCC3)c(=O)[nH]c2=O)cc1,13%,-17%,-14,133,-3,91,94,14,133
CN(C)P1(N(C)C)=NC(C(F)(F)F)=NC(C(F)(F)F)=N1,-6%,-39%,/,/,7,91,84,/,/
N=c1n(CCO)c2ccccc2n1Cc1ccccc1,-13%,9%,-31,122,3,86,83,31,122
COc1ccc(S(=O)(=O)NCc2ccc(C(=O)N3CCC4(CC3)OCCO4)cc2)cc1,-12%,-4%,-11,127,/,/,/,11,127

# Complete entries from above. Order of values: Bcl-B TR3 displacers	PLAP inhibitors HTS	NFkB transloc inh	NFkB transloc inh cell count 2 µM	MRP resist rev	MRP resist rev cytotoxicity	MRP resist rev with doxorubicin	IL1B NFkB pot	IL1B NFkB pot cell count 2 µM
# O=C1C2CCCN2C(c2ccc(Cl)cc2)N1c1ccccn1 (stereo unspecified) in the list: 12%	-54%	-42	138	0	92	92	?	/
# N[C@@H](Cc1c[nH]c2ccccc12)c1nnc(SCc2ccc(F)cc2)o1 in the list: -8%	-20%	-8	133	6	98	92	8	133
# Cc1ccc(-c2nc3ccccc3c(=O)n2-c2nccs2)cc1 in the list: -6%	-3%	9	127	/	/	/	-9	127
# CCC(=NCc1ccc(F)cc1)c1c(O)n(C)c(=O)n(C)c1=O in the list: 0%	-52%	9	106	/	/	/	-9	106
# O=C(Nc1ccc(Cl)cc1)Nc1nccs1 in the list: -5%	-9%	4	150	-16	29	45	-4	150

# The results go on.
SMILES,Bcl-B TR3 displacers,PLAP inhibitors HTS,NFkB transloc inh,NFkB transloc inh cell count 2 µM,MRP resist rev,MRP resist rev cytotoxicity,MRP resist rev with doxorubicin,IL1B NFkB pot,IL1B NFkB pot cell count 2 µM
CC(c1ccc(F)cc1)n1cc(C(=O)NCc2ccc3c(c2)OCO3)nn1 (stereo unspecified),6%,9%,3,127,6,107,101,-3,127
CN1CCN(Cc2nc3ccccc3n2C)CC1,-4%,0%,10,199,7,96,89,-10,199
C#CCNc1ccncc1S(=O)(=O)NC(=O)NC(C)C,/,/,-3,135,5,103,98,3,135
Cc1ccc(C2NC(=S)NC(c3ccc(C)cc3)C23C(=O)NC(=O)NC3=O)cc1 (stereo unspecified),8%,3%,1,141,/,/,/,-1,141
CCC1(CC)C(=O)NC(=Nc2cccc(C(F)(F)F)c2)NC1=O,2%,1%,11,130,11,103,92,-11,130
C=CCN1C(=O)NC(=O)/C(=C/c2ccc(OC)c(CSc3ccccn3)c2)C1=O,-5%,-16%,-12,147,13,96,84,12,147
COc1ccc(C2SCC(=O)Nc3c2c(=O)[nH]n3C2CCCCC2)cc1 (stereo unspecified),2%,3%,-12,146,9,98,90,12,146
Nc1ccc(N2CCN(Cc3ccccc3Cl)CC2)c(Cl)c1,0%,-26%,8,142,8,92,85,-8,142
Cc1ccc2cccc(OC(=O)N(C)c3ccccc3)c2n1,-4%,-59%,/,/,1,98,97,/,/
CC(=O)c1c(C)n(C(C)C)c2ccc(O)cc12,/,/,-29,120,-1,99,99,29,120
C=C1N2CCC(CC2)C1(O)c1ccc(C)cc1 (stereo unspecified),8%,0%,-2,46,-6,93,99,2,46
CC(C)N1C(=O)/C(=C/C=C/c2ccco2)C(=O)N(Cc2ccco2)C1=O,-80%,-49%,6,126,/,/,/,-6,126
CCOC(=O)c1c(N)n(Cc2ccc(OC)cc2)c2nc3ccccc3nc12,6%,10%,0,121,-1,81,83,0,121
Cn1c(=O)cc(OCC(=O)N2CCC3(CC2)OCCO3)c2ccccc21,-19%,-13%,/,/,10,93,83,/,/
CN1CCN(c2ccc([N+](=O)[O-])c(N/N=C3\CN4CCC3CC4)c2)CC1,14%,27%,-4,133,/,/,/,4,133
CC(=NC1CCN(Cc2ccccc2)CC1)c1c(O)n(C)c(=O)n(C)c1=O,28%,-62%,20,111,/,/,/,-20,111
CN1CCN(c2cc(N3CCCC3)c([N+](=O)[O-])cc2F)CC1,2%,20%,-4,128,/,/,/,4,128
O=c1c2ccccc2nc(-c2ccco2)n1-c1nccs1,-4%,-2%,-8,150,7,93,86,8,150
N#Cc1ccccc1Cn1cc(C(=O)c2cccs2)c2ccccc21,-2%,8%,-9,173,1,90,88,9,173
O=c1c2ccccc2nc(-c2ccc(Cl)cc2Cl)n1-c1ccncc1,-30%,-9%,1,176,/,/,/,-1,176
COc1cccc(N2C(=O)NC(=O)C3(Cc4cc(C)ccc4N(C)C3)C2=O)c1 (stereo unspecified),15%,-55%,-22,184,-8,76,84,22,184
O=c1[nH]c(=O)n(Cc2ccco2)c(O)c1C=NCc1ccco1,9%,-34%,2,197,3,82,79,-2,197
COCCOC(=O)c1c(N)n(Cc2ccco2)c2nc3ccccc3nc12,6%,/,-7,132,-11,50,61,7,132
COc1cc(C)c(CN2CCN(c3ccccc3)CC2)cc1C,2%,-1%,-13,185,/,/,/,13,185
Cn1cc(C(=O)c2ccccc2)c2ccccc21,3%,18%,10,178,-20,60,80,-10,178
# (next part)
SMILES,Bcl-B TR3 displacers,PLAP inhibitors HTS,NFkB transloc inh,NFkB transloc inh cell count 2 µM,MRP resist rev,MRP resist rev cytotoxicity,MRP resist rev with doxorubicin,IL1B NFkB pot,IL1B NFkB pot cell count 2 µM
CCC(=NCCN1CCCCC1)c1c(O)n(C)c(=O)n(C)c1=O,-6%,-27%,6,111,-14,95,109,-5,111
OC(Cn1c2ccccc2c2ccccc21)C[n+]1ccccc1 (stereo unspecified),4%,-7%,1,104,/,/,/,-1,104
CCCCCCn1c(O)c(C=NCCN2CCCCC2)c(=O)[nH]c1=O,-3%,-27%,-18,123,10,88,78,18,123
CN(C)CCN=Cc1c(O)n(-c2cccc(C(F)(F)F)c2)c(=O)[nH]c1=O,-5%,-12%,/,/,-7,95,102,/,/
CP(=O)(O)CCCN,4%,3%,7,96,5,101,96,-7,96
O=P(Nc1c(Cl)cccc1Cl)(c1ccccc1)c1nc2c(s1)CCCC2 (stereo unspecified),-14%,-10%,9,168,14,102,88,-9,168
O=C(Cc1ccccc1)Oc1ccc(N2C(=O)CCC2=O)cc1,-14%,12%,10,159,5,98,93,-10,159
CCC(C)NC(=O)c1c(N)n(CCCOC)c2nc3ccccc3nc12 (stereo unspecified),15%,-95%,-5,84,-32,47,79,5,84
CCCCc1nc(N2CCNCC2)c(C#N)c2c1CSC(C)(C)C2,5%,-44%,5,144,/,/,/,-5,144
CCCCn1c(O)c(C(C)=Nc2ccc(C(=O)O)cc2)c(=O)[nH]c1=O,-13%,6%,-10,100,5,92,86,10,100
CN1CCN(C(=O)COc2ccc(C(C)(C)C)cc2Br)CC1,8%,-71%,-3,58,-12,86,98,3,58
CCC(=NCc1ccc2c(c1)OCO2)c1c(O)n(C2CCCCC2)c(=O)[nH]c1=O,-54%,-35%,-2,129,-19,51,69,2,129
O=C(CSC1c2ccccc2-c2ccccc21)N/N=C/c1ccccc1,5%,19%,-15,194,-33,41,74,15,194
CCC(C(=O)N1CCC2(CC1)OCCO2)c1ccccc1 (stereo unspecified),/,/,26,108,9,103,94,-26,108
CC(=O)C1=C(C)OC(N)=C(C(=O)OC(C)C)C12C(=O)Nc1ccccc12 (stereo unspecified),-3%,-10%,-3,125,11,86,75,3,125
Cc1nc2ncnn2c(C)c1CCC(=O)N1CCC2(CC1)OCCO2,-2%,-3%,-13,134,5,97,93,13,134
Cn1nc(-c2ccc(OCC(=O)N3CCN(Cc4ccccc4)CC3)cc2)c2ccccc2c1=O,-8%&-1%,-50%,-1&-37,166&130,9&-3,83&88,74&91,1&37,166&130
O=C1N(CN2CCOCC2)c2ccccc2C1(O)c1c[nH]c2ccccc12 (stereo unspecified),-7%,19%,5,104,11,89,78,-5,104
O=C(Cn1nc(Cc2cccnc2)c2ccccc2c1=O)N1CCC2(CC1)OCCO2,-1%,-23%,/,/,2,94,92,/,/
CCOc1ccc(CN(CCCl)CCCl)cc1C(=O)OC,-2%,-12%,-5,155,-29,54,83,5,155
CCCNC(=O)c1c(N)n(CC2CCCO2)c2nc3ccccc3nc12 (stereo unspecified),3%,-71%,-6,121,-2,87,89,6,121
CCCCCSc1cc(OC)c(CCN)cc1OC,12%,-35%,1,138,/,/,/,-1,138
Cc1cccc(-n2c(O)c(C=NCc3cccnc3)c(=O)[nH]c2=O)c1C,1%,0%,-5,98,16,93,77,5,98
CCC(=NCCc1c[nH]c2ccccc12)c1c(O)n(C)c(=O)n(C)c1=O,-46%,-67%,16,108,-14,82,97,-16,108
Cc1ccnc(-n2c(-c3ccco3)nc3ccccc3c2=O)c1,0%,-27%,-22,123,8,93,84,22,123
O=C1c2ccccc2C(=O)N1Cc1nc2ccccc2c(=O)n1-c1ccc(Br)cn1,-12%,-6%,8,168,-4,91,95,-8,168
COc1ccc(Cn2c(N)c(C(=O)NCc3ccco3)c3nc4ccccc4nc32)cc1,-1%,-49%,-11,137,-6,38,44,11,137
